# S1P4 antag: S1P4 receptor antagonists, primary screen, cell-based; Sphingosine 1-phosphate receptor 4 (Homo sapiens), O95977; S1P4-expressing cells, antagonist mode, reporter read-out; inhibition, % at 4.98 µM; 0.26% of 220,000 active; in the data active = inhibition above about 29%;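 note: 0% = wells stimulated with agonist and 100% = vehicle wells without agonist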
# Target sequence (O95977 whole entry, looked up): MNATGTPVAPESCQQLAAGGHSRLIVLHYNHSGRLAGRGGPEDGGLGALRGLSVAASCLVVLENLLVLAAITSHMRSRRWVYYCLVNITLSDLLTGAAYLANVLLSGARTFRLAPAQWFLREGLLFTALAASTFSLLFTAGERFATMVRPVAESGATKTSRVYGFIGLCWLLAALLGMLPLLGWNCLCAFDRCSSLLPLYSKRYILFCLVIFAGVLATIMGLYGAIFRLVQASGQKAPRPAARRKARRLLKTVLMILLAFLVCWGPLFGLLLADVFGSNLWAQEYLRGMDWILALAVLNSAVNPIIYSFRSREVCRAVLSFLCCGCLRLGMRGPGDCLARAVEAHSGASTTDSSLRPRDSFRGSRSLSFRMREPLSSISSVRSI
# CHOP inh: inhibitors of CHOP promoter induction, primary screen, cell-based, unfolded protein response, luciferase reporter; CHO-K1 CHOP-promoter luciferase, tunicamycin-induced, 15-18 h; inhibition, % at 10 µM; 3.8% of 220,000 active;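 active = compounds that reduced the stress-induced luciferase reporter signal by more than about 70% of percent inhibition, limit read from the data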;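 note: 0% = tunicamycin plus vehicle and 100% = wells without tunicamycin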
# EP2 modulator: EP2 receptor modulators, cAMP readout, primary screen, cell-based, HTRF cAMP, PGE2 stimulation | Prostaglandin E2 receptor EP2 subtype (Homo sapiens), P43116 | EP2-expressing cells, cAMP HTRF FRET, PGE2 co-stimulation | induction, % at 25 µM | 0.83% of 260,000 active;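 active = compounds whose cAMP rise, as percent of the full-agonist control response, exceeds 60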;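 note: rat C6 glioma line stably carrying human EP2 under a CMV promoter; the protocol text gives 20 µM as final concentration; 100% = response of wells given 1 µM PGE2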
# NPY Y1 blocker: NPY-Y1 receptor antagonists, primary screen, cell-based; HEK293-CNG Y1 cells, membrane potential fluorescence; NPY at EC95, then isoproterenol; Neuropeptide Y receptor type 1 (Homo sapiens), P25929; inhibition, % at 3.6 µM; 1% of 200,000 active; AID 1040, 2008;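 active = inhibition above the campaign mean inhibition of all tested compounds plus 3 SD, cut at about 20% in these data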;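 note: 0% = DMSO wells given NPY plus isoproterenol and 100% = isoproterenol alone without NPY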
#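 Assay system: HEK293 Y1/CNG channel cell line; Doses: single compound dose of 3.6 µM, 0.4% DMSO; Timing: dye 3 h, compound 60 min room temperature, stimulation 45 min; Technique: Membrane-potential fluorescent dye readout; Measure: % inhibition of NPY effect.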
# TRPN1 ag: zebrafish TRPN1 channel agonists, primary screen, cell-based, HEK293, calcium fluorescence | HEK293 zebrafish TRPN1-YFP, Fluo-8 calcium fluorescence; 100% = response to 87 µM carbachol | 0.18% of 220,000 active | activation, % at 3 µM | AID 1424, 2008;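 active = activation above its plate's cutoff, the mean activation of test wells on that plate plus 3 SD, cut at about 19% in these data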;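 note: 0% = DMSO alone and 100% = 87 µM carbachol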
#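 Material: zebrafish TRPN1-YFP in HEK293 cells; Doses: single test compound dose, 3 µM nominal, 0.3% DMSO; Timing: dye loading 1 h at 37 °C, then 30 min room temperature; Technique: intracellular calcium fluorescence with Fluo-8; Benchmarks: high carbachol 87 µM, low DMSO alone.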
# NPY-Y2 PAM-ag: NPY-Y2 potentiators or agonists, primary screen, cell-based; Neuropeptide Y receptor type 2 (Homo sapiens), P49146; cells expressing NPY-Y2, potentiator/agonist read-out; activation, % at 3.6 µM; 0.45% of 220,000 active; in the data active = activation above about 27%;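 note: cells stimulated with NPY near EC25 plus isoproterenol at EC100; 0% = vehicle plus submaximal agonist and 100% = vehicle plus saturating agonist; some results beyond the cut were filed as inactive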
# Target sequence (P49146 whole entry, looked up): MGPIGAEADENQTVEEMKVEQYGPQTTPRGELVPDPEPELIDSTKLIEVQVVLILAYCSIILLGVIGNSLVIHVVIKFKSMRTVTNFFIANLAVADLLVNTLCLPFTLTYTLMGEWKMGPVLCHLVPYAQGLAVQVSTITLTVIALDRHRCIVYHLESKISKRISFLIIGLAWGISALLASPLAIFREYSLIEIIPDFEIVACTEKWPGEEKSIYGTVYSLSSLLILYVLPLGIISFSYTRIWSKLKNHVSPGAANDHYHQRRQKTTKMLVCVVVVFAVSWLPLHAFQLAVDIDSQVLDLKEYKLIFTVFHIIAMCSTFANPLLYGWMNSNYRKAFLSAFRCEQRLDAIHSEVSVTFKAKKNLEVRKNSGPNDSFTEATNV
# NPY1 pot ag: NPY-Y1 receptor potentiators or agonists, primary screen, cell-based; Neuropeptide Y receptor type 1 (Homo sapiens), P25929; NPY-Y1 expressing cells, potentiator/agonist activation; activation, % at 3.6 µM; 0.37% of 220,000 active; AID 1304, 2008; in the data active = activation above about 33%, passing the limit was not always enough;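 note: cells stimulated with NPY at EC10 then isoproterenol at EC100; 0% = low agonist plus stimulus and 100% = saturating agonist plus stimulus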
# S1P4 ag: S1P4 receptor agonists, primary screen, cell-based. Sphingosine 1-phosphate receptor 4 (Homo sapiens), O95977. S1P4-expressing cell line, agonist reporter assay. activation, % at 4.98 µM. 0.35% of 220,000 active; in the data active = activation above about 11%;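 note: 0% = DMSO vehicle and 100% = reference agonist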
# TRPML3 agonist: human TRPML3 channel agonists, primary screen, cell-based, HEK293 TRPML3-YFP, Fluo-8 calcium fluorescence, 3 µM; Mucolipin-3 (Homo sapiens), Q8TDD5; 100% = the carbachol control signal; activation, % at 3 µM; 0.29% of 220,000 active; AID 1448, 2008;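 active = activation above its plate's cutoff, the mean activation of the plate's test wells plus 3 SD, cut at about 12% in these data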;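 note: 0% = DMSO only wells and 100% = carbachol wells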
#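 Material: HEK293 cells stably carrying human TRPML3-YFP; compound dosing: single dose, 3 µM final nominal compound, 0.3% DMSO final; incubation: 1-h 37 °C dye load, 5-s basal, 120-s post-compound reads; technique: Fluo-8 intracellular calcium fluorescence, excitation 470-495 nm, emission 515-575 nm; read-out basis: percent activation from peak-to-basal fluorescence ratio, scaled between DMSO and carbachol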
# Numbers without * were called inactive; · = no result given; & = joins results of further samples.
SMILES,S1P4 antag,CHOP inh,EP2 modulator,NPY Y1 blocker,TRPN1 ag,NPY-Y2 PAM-ag,NPY1 pot ag,S1P4 ag,TRPML3 agonist
Cc1ccc2nc(N3C(=O)C(O)=C(C(=O)c4ccco4)C3c3cccs3)sc2c1 (configuration not stated),-11.8,93.8*,31.2&41.9,36.8*,-0.3,-19.9,-31.9,2.1,-0.3
O=C1CCCN1c1ccc(S(=O)(=O)NCCOc2ccccc2)cc1,-14.1,17.2,-37.8,2.1,1.9,-16.2,-33.4,0.5,1.2
Cc1[nH]c(=O)c(C#N)c2c1CSC(C)(C)C2,2.3,12.7,42.1,-0.9,0.5,-9.3,-4.2,-0.7,0.8
Cn1c(-c2cccc(Br)c2)n[nH]c1=O,-8.7,5.9,24.4,-1.7,-0.3,-6.8,-5.2,2.4,0.4
COCCNC(=S)N(Cc1cc2cc(C)ccc2n2nnnc12)C1CCCC1,-20.1,-3.2,25.9,4.5,-0.7,5.6,12.2,-1.3,0.7
CC(=O)N(CN1C(=O)c2ccccc2C1=O)c1ccccc1,-2.5,4.2,4.1,5.9,1.5,-7.4,12.4,-1.6,0.8
Cc1c(NC(=O)c2c(F)cccc2F)c(=O)n(-c2ccccc2)n1C,9.1,3.3,-74.2,0.5,1.1,-7.4,-16.4,-2.1,0.7
COc1ccc(CC(=O)Nc2ccc(-c3nnc(-c4ccccc4)o3)cc2)cc1,-1.1,51.0,2.7,-2.9,0.2,-4.2,-20.6,-1.2,0.1
CC1CC(=O)N(c2ccc(NCc3ccc(Cl)cc3)c([N+](=O)[O-])c2)C1=O (configuration not stated),-6.5,27.9,-29.1,1.3,2.2,6.4,6.1,0.9,0.9
COC(=O)c1ccccc1N=Nc1c(N)[nH][nH]c1=O,4.9,10.3,5.2,·,1.4,-8.0,4.5,-1.1,-0.3
CCOC(=O)Cc1csc(-n2sc3ccccc3c2=O)n1,0.1,48.5,9.3,-4.7,-0.2,-0.6,0.3,0.2,0.4
O=C(CCNc1n[nH]c(=O)[nH]c1=O)N/N=C\c1ccc(Br)cc1,-10.8,-14.4,30.2,·,-0.1,-10.7,5.5,-0.3,0.5
CC(C)=NOC(=O)c1c(C)noc1-c1snnc1C,12.3,-15.6,19.9,·,0.9,-3.3,-2.0,-1.8,1.1
CCCN1CC23C=CC(O2)C(C(=O)O)C3C1=O (configuration not stated),-12.4,-21.4,8.9,2.8,1.4,5.4,10.7,1.9,0.6
Cc1ccnc(NS(=O)(=O)c2ccc(NC(=O)CCS(=O)(=O)c3ccccc3)cc2)n1,-13.1,-17.5,13.5,3.2,0.1,0.6,-7.7,1.4,0.8
CCOC(=O)N1CCC(N(CCN(C)C)C(=S)Nc2ccc(Oc3ccccc3)cc2)CC1,-22.7,6.2,40.0,3.1,-0.5,-4.6,9.3,1.6,0.0
Cn1cccc1C(=O)NC(=O)COC(=O)CNC(=O)CNC(=O)c1ccc(Cl)cc1Cl,-3.5,-5.3,-64.8,-4.9,-0.9,-8.7,-2.3,22.0*,-0.4
Cc1ccc(C)c(Nc2nc(N)c3ccccc3n2)c1,-7.3,6.4,-32.7,-0.4,-0.2,36.4*,21.0,-1.8,0.8
COc1cc2c(cc1OC)C(c1ccc(N(C)C)cc1)CC(=O)N2 (configuration not stated),-22.7,-13.3,9.0,0.9,-0.6,1.7,-6.5,1.9,0.3
Cc1ccc(S(=O)(=O)Nc2n[nH]nc2C(=O)NC2CCCCC2)cc1,-59.3,2.0,29.0,-2.5,1.1,1.9,-5.1,-2.3,0.9
CN(C)C/C(Cl)=C(\Cl)c1ccccc1,-3.8,76.7*,-10.5,-3.8,0.8,-9.3,-3.3,0.0,0.5
CCCS(=O)(=O)c1nc(S(=O)(=O)c2ccc(C)cc2)c(NCc2ccco2)s1,-9.6,8.9,23.2,7.0,0.1,-12.6,-17.2,-0.9,1.0
CCn1c(O)c(C=NCc2ccccc2)sc1=S,-4.4,7.8,-36.6,·,0.5,16.4,-2.5,0.9,0.2
Cc1ccc2nc(NCCCNC(=O)c3cnccn3)c(C#N)cc2c1,-2.4,-36.0,-23.5,8.9,0.2,-5.7,-8.6,0.7,0.4
CC(C)(C)C(=O)Nc1nc2c(s1)COc1ccccc1-2,-15.9,48.3,-41.2,-0.1,-1.5,-7.5,-22.2,3.4,-0.5
CC(C)(C)c1ccc(CNc2cc(N3CCOCC3)ccc2[N+](=O)[O-])cc1,-5.9,7.0,17.8,15.4,-0.8,-7.4,-23.3,-2.4,-1.1
CN(C)c1ccc(CC2C(=O)Nc3ccccc32)cc1 (configuration not stated),4.3,-0.4,-5.0,·,2.7,-11.7,-4.2,0.0,0.8
c1ccc(C(CN2CCOCC2)c2ccccc2)cc1,-16.9,3.8,27.7,1.7,-1.8,-12.8,-4.7,1.7,-0.3
O=C(O)CNC(=O)c1ccc(OC(F)F)cc1,-5.5,9.1,16.8,0.9,1.7,-12.8,4.4,-0.4,0.6
Cc1ccc(-c2nc3c(c(=O)[nH]c(=O)n3Cc3ccccc3)n2C)s1,-0.8,3.5,-3.4,·,-1.5,-3.6,-14.6,-0.9,0.4
Cc1ccc2nc(NCCCN3CCOCC3)c(C=NCCCN3CCOCC3)c(=O)n2c1,-13.4,-9.6,-5.9,10.3,0.1,1.5,-5.1,-0.9,-0.5
Nc1ccc(O)c2c(=O)cc(-c3ccccc3Cl)oc12,2.8,9.0,15.2,-3.2,-2.0,11.4,-26.9,2.6,-0.6
CCOc1ccc(NC(=NCc2ccc3c(c2)OCO3)SC2CC(=O)N(c3ccc(C(=O)O)cc3)C2=O)cc1 (configuration not stated),2.8,7.9,10.1,-4.1,-0.9,18.4,22.3,-1.0,-0.1
O=c1ccc2cc3c([nH]c4ccc(Br)cc43)oc-2c1O,4.8,5.1,13.7,-1.9,-0.6,9.8,-25.9,0.0,0.9
O=C(Cn1c(=O)oc2ccccc21)Nc1ccc(S(=O)(=O)N2CCCCC2)cc1,-20.2,46.1,8.4,1.0,-1.6,24.7,-9.9,-1.5,-0.1
COc1ccc(C(c2sc3nc(C)nn3c2O)N2CC(C)OC(C)C2)cc1OC (configuration not stated),-1.0,31.9,31.2,4.3,-1.1,8.4,15.7,-3.2,0.2
NC(=S)N1OC[C@@H]2COc3ccc4ccccc4c3[C@@H]21,-3.3,76.9*,5.3,-5.1,-0.5,8.7,12.8,-1.1,0.7
COc1ccc(C(=O)Nc2cc(OC)c(NC(=O)c3ccco3)cc2OC)cc1,4.0,44.0,-34.6,6.6,-0.9,17.7,-4.6,-0.4,0.5
CCc1ccccc1NC(=O)Nc1ccc(F)cc1,-10.0,-20.7,-11.5,-2.7,6.2,-18.5,-10.9,0.5,2.6
O=C(CCN1Cc2ccccc2C1)c1ccc2c(c1)OCCO2,6.6,35.1,2.9,10.4,0.5,-7.1,-5.5,0.1,1.2
Cc1ccccc1C(=O)N=c1sccn1C,-8.8,38.6,0.0,6.9,0.3,-5.5,1.1,0.8,0.5
C#CCOCCOCCOCCNc1nc(N2CCN(C(=O)[C@H]([C@@H](C)CC)n3cc([C@@H](N)CO)nn3)CC2)nc(N2CCN(C(=O)[C@H](Cc3ccc(O)cc3)n3cc([C@@H](N)C(C)CC)nn3)CC2)n1 (some centres not stated),4.6,13.6,-2.9,-4.4,0.0,3.2,-15.7,1.1,0.6
Cc1ccccc1C(=O)NC(=S)Nc1ccccc1[N+](=O)[O-],0.0,-10.5,-20.9,3.4,-1.4,3.6,-8.8,-1.4,-0.8
COc1cc(NC(=S)Nc2ncccc2C)cc(OC)c1OC,0.5,-15.8,-14.9,-3.8,1.8,-2.7,-4.2,-1.4,0.7
O=C(COC(=O)C1CCCCC1)Nc1ccc(N2CCCCC2)cc1,-11.5,-11.4,17.9,1.1,-0.6,-11.8,2.1,1.2,0.3
O=C(COc1ccc2c(C(F)(F)F)cc(=O)oc2c1)Nc1ccc2c(c1)OCCO2,4.4,69.2,5.5,8.4,0.1,-3.2,8.2,1.1,0.7
CN(C)/C=N/c1ncc(C(=O)c2ccccc2)s1,7.2,6.3,0.9,-3.2,0.6,1.0,-0.7,2.6,0.5
Cc1cc(C)c(C(=O)/C=C/c2cccc3ccccc23)c(=O)[nH]1,17.3,-9.6,-28.1,6.1,-1.4,0.1,-35.4,2.1,-0.3
Cc1cccc(C)c1NC(=O)COC(=O)c1cc(-c2cccnc2)nc2ccccc12,6.7,3.4,-10.9,-2.8,0.8,10.6,0.8,-2.0,0.2
CC(C)NC(=O)CSc1nc(N)c(NC(=O)c2ccccc2F)c(=O)[nH]1,-40.8,-10.8,16.5,3.8,0.6,-4.0,-29.4,-0.2,0.1
COCCNC(=O)COC(=O)/C=C/c1c(C)nn(Cc2ccc(Cl)cc2Cl)c1Cl,-20.8,16.7,6.7,1.5,5.2,13.1,8.8,-1.4,2.7
CC(=O)N=C(N)Sc1nc2ccccc2[nH]1,14.0,-8.7,11.8,0.1,-0.1,-4.8,-1.0,2.1,0.4
CCC1CCc2c(c3ccccc3[nH]c2=O)O1 (configuration not stated),-19.6,12.1,6.5,-2.2,-1.5,1.9,16.6,0.5,0.9
N#CCC(=O)NNC(=S)NC(=O)C(c1ccccc1)c1ccccc1,-23.8,5.4,7.3,-2.1,-0.7,-10.8,22.6,0.9,0.0
COc1cccc(C(=O)CN2CCN(S(=O)(=O)c3cccc([N+](=O)[O-])c3)CC2)c1,-12.3,17.4,5.0,13.3,1.7,-1.4,4.7,0.5,0.9

# Ordered by molecular weight (smallest number first): 3 of the compounds above.
SMILES,S1P4 antag,CHOP inh,EP2 modulator,NPY Y1 blocker,TRPN1 ag,NPY-Y2 PAM-ag,NPY1 pot ag,S1P4 ag,TRPML3 agonist
CCC1CCc2c(c3ccccc3[nH]c2=O)O1 (configuration not stated),-19.6,12.1,6.5,-2.2,-1.5,1.9,16.6,0.5,0.9
O=C(Cn1c(=O)oc2ccccc21)Nc1ccc(S(=O)(=O)N2CCCCC2)cc1,-20.2,46.1,8.4,1.0,-1.6,24.7,-9.9,-1.5,-0.1
O=C(COc1ccc2c(C(F)(F)F)cc(=O)oc2c1)Nc1ccc2c(c1)OCCO2,4.4,69.2,5.5,8.4,0.1,-3.2,8.2,1.1,0.7
